B2AR arrestin: beta2AR (human) beta-arrestin recruitment activity | P07550 | beta-arrestin recruitment to beta2AR, cell-based reporter | Potency, µM (titrated, usually from 46.1 µM), for inactives: at the top dose activation, usual class: activators | hit rate 0.02% among 330,000;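 further: potency means the concentration at half of the fitted maximal effect; 0% = DMSO controls and full agonism = EC100 isoproterenol or metaproterenol; nearly all actives have a fitted effect of over 65% in size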
Target sequence (P07550 whole entry, looked up): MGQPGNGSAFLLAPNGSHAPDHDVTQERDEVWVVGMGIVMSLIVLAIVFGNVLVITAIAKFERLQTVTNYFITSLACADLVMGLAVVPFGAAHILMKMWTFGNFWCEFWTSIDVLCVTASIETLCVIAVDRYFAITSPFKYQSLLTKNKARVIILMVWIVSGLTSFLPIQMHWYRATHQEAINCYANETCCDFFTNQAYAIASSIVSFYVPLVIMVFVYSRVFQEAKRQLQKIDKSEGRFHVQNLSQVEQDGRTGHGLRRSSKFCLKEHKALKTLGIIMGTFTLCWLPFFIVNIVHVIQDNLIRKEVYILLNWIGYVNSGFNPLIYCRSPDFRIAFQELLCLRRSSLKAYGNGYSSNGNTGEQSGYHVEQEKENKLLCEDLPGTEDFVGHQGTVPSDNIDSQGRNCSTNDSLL
USP2a block: blocks human ubiquitin-specific protease USP2a; AID 463254; USP2 core, Ub-CHOP2 coupled fluorogenic reporter, 485/531; O75604; hit rate 0.01% among 330,000; Potency, µM (highest dose often 38.3 µM), for inactives: at the highest dose activity change, negative = inhibition, actives largely listed as inhibitors;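 further: potency means the concentration at half of the fitted maximal effect; plate controls were DMSO wells for no effect and full inhibition by NEM control for full effect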
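Cell-free coupled assay: 10nM USP2 core preincubated 30min RT with compound in Tris-HCl pH 8.0/CaCl2/CHAPS buffer, then 25nM Ub-CHOP2 and 25nM reporter substrate; fluorescence (Ex 485/Em 531) read after 60min RT, normalized to NEM inhibition, concentration-response curves fitted.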
a7 integrin act: activates integrin-mediated alleviation for muscular dystrophy; alpha7betagal myoblasts, beta-gal FDG fluorescence, 48 h; Potency, µM (highest dose often 38.3 µM), for inactives: at the highest dose activation, usual class: activators; hit rate 0.064% among 350,000;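 further: potency means the concentration at half of the fitted maximal effect; 100% = response of the positive control SU9516; nearly all actives have a fitted effect of over 60% in size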
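alpha7betagal+/- myoblasts (passage 13, 250/well) treated 48 h at 37C with compounds at 1:260 dilution of DMSO stock. Lysed, then beta-galactosidase activity read as FDG fluorescence (ex 480/em 540) after 30 min, with pre-read for autofluorescence.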
uPA surface inh: blocks generation of uPA at the cell surface; Potency, µM (series often up to 38.3 µM), inactives show top-dose activity change, negative = inhibition, most hits filed as inhibitors; hit rate 0.31% among 330,000; cell surface uPA generation assay, qHTS; AID 540303; active means well fitted inhibition curve with a large enough effect; inconclusive means small, poorly fitted or top-dose-only effect; inactive means no such curve, though single readings can be large or run the other way; tested in mouse RAW 264.7 cells; further: potency means the concentration at half of the fitted maximal effect; on the % scale 0 is the no-effect control and ±100 the full control effect; nearly all actives have a fitted effect of over 55% in size
PTAP TSG101 blk: blocks PTAP/TSG101 interaction to inhibit HIV-1 budding; Q99816; Fluorescence polarization, FITC-PTAP peptide / Tsg101 binding; Potency, µM (doses to about 115 µM), for inactives: top-dose activity change, negative = inhibition, actives largely listed as inhibitors; 340,000 tested, under 10 active; active means well fitted inhibition curve with a large enough effect in the main read-out, with a control signal flat, not every such curve was filed as active; inconclusive means small, poorly fitted or top-dose-only effect, or effect the other way, or a change in a side signal; inactive means no such curve, though single readings can be large or run the other way; further: potency means the concentration at half of the fitted maximal effect; % of control where 0% means no effect
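FP read-out: FITC-PTAP peptide, 50 nM final, binding Tsg101 binding domain, 10 uM final; 20 min, r.t.; 10 mM HEPES pH 7.5, 0.15 M NaCl, 0.01% Tween 20, 3 mM EDTA, 0.1 mM TCEP.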
S-ASM inh: human S-ASM enzyme inhibition | P17405 | placental ASM, HMU-PC fluorogenic substrate, 60 min | Potency, µM (top dose mostly 57.5 µM), for the others: at the top dose activity change, negative = inhibition, actives largely listed as inhibitors | hit rate 0.006% among 340,000 | AID 504937; further: potency means the concentration at half of the fitted maximal effect
Target sequence (P17405 47-631 limits assumed): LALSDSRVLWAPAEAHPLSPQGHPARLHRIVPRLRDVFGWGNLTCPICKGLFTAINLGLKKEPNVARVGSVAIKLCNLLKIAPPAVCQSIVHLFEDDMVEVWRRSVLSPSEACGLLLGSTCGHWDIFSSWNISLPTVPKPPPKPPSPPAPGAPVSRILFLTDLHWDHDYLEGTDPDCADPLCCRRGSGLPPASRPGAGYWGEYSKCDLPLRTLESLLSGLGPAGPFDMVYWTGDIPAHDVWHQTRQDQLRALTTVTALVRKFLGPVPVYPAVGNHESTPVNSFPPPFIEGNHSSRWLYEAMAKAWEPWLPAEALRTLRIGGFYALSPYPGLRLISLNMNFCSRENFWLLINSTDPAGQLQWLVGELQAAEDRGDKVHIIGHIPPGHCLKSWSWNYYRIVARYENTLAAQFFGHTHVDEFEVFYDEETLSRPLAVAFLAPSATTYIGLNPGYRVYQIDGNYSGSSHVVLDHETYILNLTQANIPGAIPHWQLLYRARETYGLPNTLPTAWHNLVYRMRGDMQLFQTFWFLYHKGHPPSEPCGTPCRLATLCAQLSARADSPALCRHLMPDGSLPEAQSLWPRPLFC
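HMU-PC0 cleavage (9 uM final) by human placental ASM, 60 min at 37 °C following 10 min compound exposure at RT; stopped at pH 10, fluorescence Ex 386/Em 447 nm.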
p53 reactivator: re-activators of mutant p53; H1299 p53-A138V BP100-luciferase reporter, luminescence, 24 h; Potency, µM (highest dose often 92.2 µM), for the others: at the highest dose activity change, positive = activation, usual class: activators; hit rate 0.063% among 320,000; further: potency means the concentration at half of the fitted maximal effect; % of control where 0% means no effect; nearly all actives have a fitted effect of over 45% in size
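p53-null H1299 cells stably carrying temperature-sensitive p53-A138V and a BP100-luciferase reporter were pinned with compounds (4-point, 1:5 series) and held 24 hrs at 37 deg C. Luminescence was read 10 min after detection reagent.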
ELG1 genotox: inducers of genotoxicity in HEK293T ELG1-luciferase cells; hit rate 1.3% among 330,000; AID 504466; Potency, µM (series often up to 46 µM), inactives show at the highest dose activity change, positive = activation, most hits filed as activators; HEK293T ELG1-luciferase reporter, luminescence, 16 h; further: potency means the concentration at half of the fitted maximal effect; % of control where 0% means no effect; nearly all actives have a fitted effect of over 60% in size
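Screening used a luciferase reporter fused to human ELG1 in HEK293T cells. Luminescence was read on a CCD plate imager after 16 hr exposure and 30 min ONE-Glo incubation.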
BRCA1 expr act: activators of BRCA1 expression. MCF7-BRCA1-FFLuc reporter, luminescence, 48 h; response scale: scaled: vehicle 0%, 10 µM genistein 100%. Potency, µM (series often up to 46.1 µM), for inactives: at the highest dose activation, hits mostly activators. hit rate 1.1% among 380,000; further: potency means the concentration at half of the fitted maximal effect; nearly all actives have a fitted effect of over 80% in size; some results filed as inactive show a strong effect at the top dose
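First, MCF7-BRCA1-FFLuc cells (2000/well) attach for 2 h; next, compounds are pin-added and incubated 48 h at 37 °C; finally, luciferase reagent is added and luminescence read after 15 min.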
Eya2 inh: Eya2 (human) phosphatase inhibition. hit rate 0.006% among 330,000. Potency, µM (series often up to 76.9 µM), without a hit: top-dose activity, negative = inhibition, usual class: inhibitors. recombinant Eya2, OMFP fluorescence dephosphorylation (OMFP is methylfluorescein phosphate). O00167. AID 488837; further: potency means the concentration at half of the fitted maximal effect; on the % scale 0 is the no-effect control and ±100 the full control effect
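Eya2 (0.2 uM) preincubated 10 min at ambient with compound, then OMFP substrate added at 50 uM; 10 min reaction in 50 mM HEPES pH 7.5, 50 mM NaCl, 5 uM MgCl2, 0.05% BSA, 1 mM DTT. Fluorescence read at Ex 485/Em 525 nm.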
TRPV1 agonist: activates the human vanilloid receptor TRPV1; TRPV1-expressing cells, Fluo-8 calcium influx, agonist mode; activation, % at 8.33 µM; hit rate 0.19% among 320,000; AID 540275; in the data active means activation above about 80%; inconclusive means between about 30% and that limit; further: 0% is about no effect
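Fluo-8 calcium influx in TRPV1-expressing cells, kinetic read (ex 480/em 520 nm). Compound added and read 3 min for agonist activity, followed by capsaicin at EC20 final and 2 min further read for enhancement.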
* = called active by the depositor; ? = inconclusive; . = no result given; [ ] = remark or other dose. Unless noted, the call rests on the fitted dose curve; in most records, active means well fitted curve in the direction sought with a large enough effect; inconclusive means small, poorly fitted or top-dose-only effect, or another doubt; inactive means no such curve, though single readings can be large; an effect the other way counts as inactive or inconclusive.

Field names – A = B2AR arrestin; B = USP2a block; C = a7 integrin act; D = uPA surface inh; E = PTAP TSG101 blk; F = S-ASM inh; G = p53 reactivator; H = ELG1 genotox; I = BRCA1 expr act; J = Eya2 inh; K = TRPV1 agonist
COC(=O)c1ccc(COc2ccc(C=O)cc2OC)o1
  A: -0.2%; B: 3%; C: 6%; D: 0%; E: -1%; F: 3%; G: 4%; H: 8%; I: 41%; J: 10%; K: 0
C/C(CC(=O)Nc1cccc(C(F)(F)F)c1)=N\NC(=O)c1ccncc1
  A: 0.4%; B: 2%; C: -25%; D: 1%; E: 2%; F: 0%; G: -2%; H: -3%; I: -16%; J: -5%; K: 16
Nc1ccccc1SCc1cc([N+](=O)[O-])cc2c1OCOC2
  A: -0.2%; B: -5%; C: 1%; D: -6%; E: -5%; F: -3%; G: 11%; H: -2%; I: -47%; J: -19%; K: 0
Cc1ccccc1-c1nc(-c2ccccn2)no1
  A: -0.2%; B: 1%; C: 0%; D: ?; E: 0%; F: 3%; G: -9%; H: ?; I: -81%[inhibitor]; J: -6%; K: 5
Cc1cccc(OCCC(=O)NCC(c2ccco2)N2CCCCC2)c1 (stereo unspecified)
  A: 0.6%; B: -1%; C: -28%; D: 1%; E: -3%; F: 4%; G: -1%; H: -1%; I: 0%; J: -3%; K: 25
C=CCN(CC(=O)NC1CC1)S(=O)(=O)c1cccc(C(F)(F)F)c1
  A: -0.3%; B: 0%; C: 10%; D: 19%; E: -3%; F: 3%; G: -7%; H: 2%; I: 7%; J: -11%; K: .
Cc1nn(CC2CC2)c(=O)n1-c1ccc(F)cc1
  A: -0.2%; B: -4%; C: 8%; D: -2%; E: 0%; F: 1%; G: -2%; H: 2%; I: -4%; J: 0%; K: -8
Cc1ccc2cccc(OCC(=O)N(C)CC(=O)Nc3ccc(F)cc3)c2n1
  A: 0.4%; B: -6%; C: 0%; D: -21%; E: -4%; F: -1%; G: -4%; H: -2%; I: 1%; J: -4%; K: 0
COc1cc2c(cc1OC)C(c1cc3ccccc3oc1=O)=NC(C)(C)C2
  A: ?; B: -1%; C: 0%; D: -15%; E: -4%; F: 5%; G: -13%; H: -6%; I: -4%; J: -6%; K: -4
Cc1ccc(S(=O)(=O)Nc2ccc3c(c2)nc(CCN2CCN(c4ccccn4)CC2)n3C)cc1
  A: -0.4%; B: 2%; C: -17%; D: -7%; E: -2%; F: 4%; G: 13%; H: -13%; I: -32%; J: -6%; K: 1

The last 2 compounds of the part before are carried over, then new ones follow:
Field names – A = B2AR arrestin; B = USP2a block; C = a7 integrin act; D = uPA surface inh; E = PTAP TSG101 blk; F = S-ASM inh; G = p53 reactivator; H = ELG1 genotox; I = BRCA1 expr act; J = Eya2 inh; K = TRPV1 agonist
COc1cc2c(cc1OC)C(c1cc3ccccc3oc1=O)=NC(C)(C)C2
  A: ?; B: -1%; C: 0%; D: -15%; E: -4%; F: 5%; G: -13%; H: -6%; I: -4%; J: -6%; K: -4
Cc1ccc(S(=O)(=O)Nc2ccc3c(c2)nc(CCN2CCN(c4ccccn4)CC2)n3C)cc1
  A: -0.4%; B: 2%; C: -17%; D: -7%; E: -2%; F: 4%; G: 13%; H: -13%; I: -32%; J: -6%; K: 1
CCOC(=O)N1CCN(c2nc(=S)n(-c3ccccc3)c(C)c2C(C)=O)CC1
  A: 0.5%; B: -2%; C: -11%; D: 7%; E: -1%; F: 6%; G: 1%; H: 2%; I: -5%; J: -6%; K: 2
O=C(O)C1C2C=CC(C2)C1C(=O)Nc1cccc(Cl)c1 (stereo unspecified)
  A: -0.2%; B: 0%; C: -23%; D: 5%; E: -1%; F: 0%; G: 6%; H: -1%; I: 0%; J: -6%; K: -4
CCOC(=O)c1oc2cc(O)cc(C)c2c(=O)c1-c1cscn1
  A: -0.3%; B: 2%; C: -15%; D: 1%; E: -3%; F: -4%; G: 4%; H: 3%; I: -34%; J: -26%; K: 1
O=C(COc1ccc(Br)cc1CNCCCN1CCOCC1)Nc1ccccc1
  A: 3.7%; B: 2%; C: -43%; D: -3%; E: -2%; F: 2%; G: -15%; H: -4%; I: -6%; J: 3%; K: 0
COc1ccccc1C(CNC(=O)c1ccc(OCc2c(C)noc2C)cc1)N1CCCC1 (stereo unspecified)
  A: 0.3%; B: -4%; C: 14%; D: -15%; E: 0%; F: -3%; G: -4%; H: 0%; I: -19%; J: 10%; K: 1
COc1ccc(CNC(=O)CN2CCN(C(c3ccccc3)c3ccccc3)CC2)cc1
  A: 0.3%; B: -6%; C: 1%; D: 2%; E: -6%; F: -1%; G: -1%; H: -11%; I: -30%; J: -2%; K: ?
Cc1ccc2oc(-c3cccc(NC(=O)c4ccc(Br)o4)c3C)nc2c1
  A: 0.4%; B: 2%; C: -6%; D: -6%; E: 0%; F: 0%; G: 16%; H: 25%; I: 66%; J: 5%; K: 11
CCOC(=O)C1(CC2CCCCO2)CCN(C(=O)Nc2ccc3c(c2)OCO3)CC1 (stereo unspecified)
  A: -0.7%; B: 0%; C: 5%; D: -3%; E: 0%; F: -4%; G: 4%; H: 5%; I: 0%; J: -17%; K: 17
CCCCOc1ccc(-c2nnn(CC(=O)Nc3ncc(CC(=O)OCC)s3)n2)cc1
  A: 0.4%; B: -7%; C: 9%; D: 1%; E: ?; F: -13%; G: -4%; H: -2%; I: 1%; J: -43%; K: .
CC(C)Cc1nnc(NC(=O)c2ccc(N3CCCC3=O)cc2)s1
  A: -0.1%; B: 3%; C: 33%; D: 2%; E: -1%; F: -1%; G: 2%; H: 0%; I: 9%; J: -3%; K: -7

Continued:
Sequence of screens: B2AR arrestin, USP2a block, a7 integrin act, uPA surface inh, PTAP TSG101 blk, S-ASM inh, p53 reactivator, ELG1 genotox, BRCA1 expr act, Eya2 inh, TRPV1 agonist
C=CCn1c(C(CC(C)C)CC(C)O)n[nH]c1=S (stereo unspecified)
→ -0.5%, 3%, -22%, 1%, 1%, 8%, -5%, 1%, 11%, -1%, -4
COCC(=O)N(CCc1ccc(OC)c(OC)c1)Cc1nc2ccccc2c(=O)[nH]1
→ 0.4%, -2%, 0%, -2%, 2%, 4%, -3%, 4%, 1%, 10%, -1
COc1ccccc1Oc1ccc(S(=O)(=O)NCc2ccccn2)cc1
→ -0.4%, 2%, -34%, ., -7%, 2%, 7%, 0%, -49%, -24%, 28
CCCCOc1cccc(/C=N/NC(=O)c2csc(C)c2C)c1
→ -0.2%, -9%, -5%, 5%, -1%, -10%, 2%, -4%, 20%, -34%, ?
COc1ccc(NC(=O)CN(C)C(=O)c2ccc(NC3CC3)c([N+](=O)[O-])c2)cc1
→ 0.1%, 1%, -6%, 4%, -1%, -12%, -2%, 2%, 0%, 4%, 3
COc1ccccc1CNC(=O)CCCOc1cc(=O)n(C)c2ccccc12
→ -0.4%, 3%, 40%, -5%, -6%, 5%, -14%, ?, -29%, 8%, -1
COC(=O)c1cc(Cl)c(NS(=O)(=O)c2ccccc2)cc1OC
→ -0.3%, 2%, 8%, 3%, -10%, 5%, -2%, -6%, -3%, 18%, 3
CC(C)(C)c1ccc(S(=O)(=O)N2CC(=O)Nc3ccccc32)cc1
→ -0.2%, -2%, -28%, 0%, 4%, 2%, -5%, -3%, -8%, -25%, -1
COCCNC(=O)CSc1nnc2c(Cl)cc(Cl)cn12
→ -0.6%, -2%, -1%, 2%, -5%, 2%, -4%, 3%, 5%, 2%, 2
CC(NS(=O)(=O)c1cccc(C(=O)O)c1)C12CC3CC(CC(C3)C1)C2 (stereo unspecified)
→ -2.3%, -1%, 4%, -6%, -6%, ., 7%, 1%, 12%, 12%, 1
O=C(CCN1C(=O)/C(=C/C=C/c2ccccc2)SC1=S)Nc1nc2ccccc2s1
→ 0.7%, 1%, 12%, 6%, 5%, -6%, 5%, 18%, -2%, -1%, 1
CN(C)C(=O)CN1CCN(C(=O)CCl)CC1
→ 0.2%, 1%, -3%, -2%, -2%, 0%, -1%, -13%, -31%, -16%, -3
CCOC(=O)c1[nH]c2ccc(OC)cc2c1NC(=O)N1CCOCC1
→ -0.6%, -1%, 15%, 6%, -1%, 125%[activator], 2%, 6%, 0%, 6%, 7

Among those listed so far, 2 have a nitro group on carbon.
Sequence of screens: B2AR arrestin, USP2a block, a7 integrin act, uPA surface inh, PTAP TSG101 blk, S-ASM inh, p53 reactivator, ELG1 genotox, BRCA1 expr act, Eya2 inh, TRPV1 agonist
Nc1ccccc1SCc1cc([N+](=O)[O-])cc2c1OCOC2
→ -0.2%, -5%, 1%, -6%, -5%, -3%, 11%, -2%, -47%, -19%, 0
COc1ccc(NC(=O)CN(C)C(=O)c2ccc(NC3CC3)c([N+](=O)[O-])c2)cc1
→ 0.1%, 1%, -6%, 4%, -1%, -12%, -2%, 2%, 0%, 4%, 3

High-throughput results (PubChem BioAssay)
